BRCA1 expr up: increases BRCA1 expression; Potency, µM (top dose mostly 46.1 µM), for inactives: at the highest dose activation, most hits filed as activators; MCF7-BRCA1-FFLuc reporter, luminescence, 48 h; response scale: scaled: vehicle 0%, 10 µM genistein 100%; actives 1.1% (n = 380,000); note: nearly all actives have a fitted effect of over 80% in size; some results filed as inactive show a strong effect at the top dose
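Luminescence from a BRCA1-driven firefly luciferase in MCF7 cells was read after 48 h compound exposure at 37 C. Data normalized against DMSO and a 10microM genistein activation control, then curve-fitted across the titration.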
p53 reactivation: restores transcriptional activity of mutant p53; actives 0.063% (n = 320,000); H1299 p53-A138V BP100-luciferase reporter, luminescence, 24 h; Potency, µM (series often up to 92.2 µM), for the others: top-dose activity change, positive = activation, most hits filed as activators; note: % of control where 0% means no effect; nearly all actives have a fitted effect of over 45% in size
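H1299 (p53-null), stable ts p53-A138V + BP100-Luc; 1000 cells/well, Opti-MEM/10% FBS; cpd 4 pt, 1:5; 24 h, 37 deg C, 5% CO2; detection reagent 10 min RT; luminescence.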
MLL CXXC-DNA inh: MLL CXXC-DNA interaction inhibition. Q03164. AID 2662. MLL-CXXC / FITC-HOXA9 DNA fluorescence polarization. actives 0.037% (n = 290,000). Potency, µM (series often up to 115 µM), for inactives: top-dose activity change, negative = inhibition, actives largely listed as inhibitors; active = well fitted inhibition curve with a large enough effect in the polarisation, with a control signal flat, not every such curve was filed as active; inconclusive = small, poorly fitted or top-dose-only effect, or effect the other way, or a change in a side signal; inactive = no such curve, though single readings can be large or run the other way; the % refers to the polarisation
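Steps: dispense CXXC domain solution (7 uM) → pin compounds or unlabeled HOX-A9 DNA control → 5 min ambient → add FLSN-HOX-A9 solution (50 nM) → spin → 30 min ambient → fluorescence polarization. Tris pH 7.5/NaCl/DTT/BSA buffer.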
NPC1 prom act: activates the NPC1 promoter. Huh7 NPC1 promoter luciferase reporter, 24 h. Potency, µM (series often up to 9.22 µM), inactives show at the top dose activation, usual class: activators. actives 2.4% (n = 320,000). AID 485313;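 note: % of control where 0% means no effect; nearly all actives have a fitted effect of over 60% in size; reporter is driven by a mutant NPC1 promoter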
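Cells: Huh7 expressing luciferase under the NPC1 promoter, 1500/well. Seeded 2 h, compound added, incubated 24 h at 37 °C. Luciferase reagent, 10 min ambient, then luminescence.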
VP16 counter: counter-screen for ROR gamma inhibitors: Gal4-VP16 reporter; Drosophila S2 Gal4-VP16 UAS-luciferase, luminescence, 20 h; Potency, µM (highest dose often 53.6 µM), without a hit: at the highest dose activity, negative = inhibition, most hits filed as inhibitors; actives 3.5% (n = 310,000);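 note: Gal4-VP16 expression switched on by copper sulfate through the metallothionein promoter; % is set by controls: 0 for no effect and ±100 for the full control effect; nearly all actives have a fitted effect of over 50% in size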
RORg inh: ROR gamma (mouse) transcription inhibition; P51450; Drosophila S2 Gal4-RORgamma UAS-luciferase reporter, 20 h; Potency, µM (highest dose often 53.6 µM), for the others: top-dose activity change, negative = inhibition, actives largely listed as inhibitors; actives 5.4% (n = 310,000); note: % is set by controls: 0 for no effect and ±100 for the full control effect; nearly all actives have a fitted effect of over 60% in size
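Stable Schneider cell line, Gal4 DNA-binding domain fused to ROR gamma, UAS-luciferase. Cmpd 1 hr RT → CuSO4 700 uM final → 20 hr RT → luciferase reagent 10 min → luminescence.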
ELG1 genotox: inducers of genotoxicity in HEK293T ELG1-luciferase cells. HEK293T ELG1-luciferase reporter, luminescence, 16 h. Potency, µM (highest dose often 46 µM), inactives show top-dose activity change, positive = activation, usual class: activators. actives 1.3% (n = 330,000); note: % of control where 0% means no effect; nearly all actives have a fitted effect of over 60% in size
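After overnight (16 hr) compound treatment at 37 °C, ELG1-luciferase HEK293T cells were lysed with ONE-Glo; luminescence quantified 30 min later at room temperature.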
Rab9 promoter act: activates the Rab9 promoter. Potency, µM (series often up to 9.22 µM), without a hit: at the top dose activation, negative = inhibition, hits mostly activators. Huh7 Rab9 promoter-luciferase reporter, luminescence, 24 h. actives 2.8% (n = 320,000). AID 485297; note: % of control where 0% means no effect; nearly all actives have a fitted effect of over 60% in size
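Cell-based reporter: Huh7 stable for Rab9 promoter-driven luciferase, plated in reduced-serum medium with 10% FBS at 1500 cells/well, compound-treated 24 h at 37 °C, luminescence read after 10 min reagent.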
FLuc counter: inhibits or activates purified firefly luciferase, miR-21 counter-screen; P08659; purified FLuc, Km substrates, luminescence inhibition; Potency, µM (doses to about 57.5 µM), without a hit: at the highest dose activity change, negative = inhibition, usual class: inhibitors; actives 6.9% (n = 360,000); AID 588342;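 note: plate controls were vehicle for no effect and reference inhibitor for full effect; nearly all actives have a fitted effect of over 55% in size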
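Purified P. pyralis luciferase (10nM final) with 10uM D-luciferin and 10uM ATP (Km levels) in 50mM Tris acetate pH 7.5, 10mM Mg acetate, 0.01% Tween-20, 0.05% BSA; qHTS 6-point titration, ~60 µM downward; luminescence read.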
MBNL1-CUG inh: inhibitors of human MBNL1 binding to CUG repeat RNA. Q9NR56. TR-FRET MBNL1-His/biotin-(CUG)12 binding, 665/545 ratio. Potency, µM (highest dose often 57.5 µM), for inactives: at the highest dose activity change, negative = inhibition, hits mostly inhibitors. actives 0.036% (n = 280,000). AID 2675; active = well fitted inhibition curve with a large enough effect in the signal ratio, with a control signal flat, not every such curve was filed as active; inconclusive = small, poorly fitted or top-dose-only effect, or effect the other way, or a change in a side signal; inactive = no such curve, though single readings can be large or run the other way; the % refers to the signal ratio; note: % is set by controls: 0 for no effect and ±100 for the full control effect
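Compounds (final 92 nM to 58 uM) are added to His-tagged MBNL1 and biotin-(CUG)12, then terbium anti-His antibody and streptavidin-XL665 (5 nM final). After 60 min at room temperature, the 665/545 nm ratio is read.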
uPA surface inh: cell surface uPA generation inhibition; cell surface uPA generation assay, qHTS; Potency, µM (highest dose often 38.3 µM), without a hit: at the highest dose activity change, negative = inhibition, actives largely listed as inhibitors; actives 0.31% (n = 330,000); AID 540303; active = well fitted inhibition curve with a large enough effect; inconclusive = small, poorly fitted or top-dose-only effect; inactive = no such curve, though single readings can be large or run the other way; tested in mouse RAW 264.7 cells; note: % is set by controls: 0 for no effect and ±100 for the full control effect; nearly all actives have a fitted effect of over 55% in size
* = called active by the depositor; u = inconclusive; x = no result given; [ ] = another dose, or the depositor's remark. Unless noted, calls come from the whole dose curve; as a rule, active = well fitted curve in the direction sought with a large enough effect; inconclusive = small, poorly fitted or top-dose-only effect, or another doubt; inactive = no such curve, though single readings can be large; an effect the other way counts as inactive or inconclusive. Potency is the fitted concentration of half-maximal effect.

entry	SMILES	BRCA1 expr up	p53 reactivation	MLL CXXC-DNA inh	NPC1 prom act	VP16 counter	RORg inh
1	COc1ccc(CCNC(=O)CN2CCOc3ccccc32)cc1OC	-16%	-2%	10%	-4%	1%	12%
2	Cc1cccc(N2CCC(N=CN(C)C)=N2)c1	96%	u	0%	18%	3%	-22%
3	COc1nc(OC)nc(N2CCCCCC2)n1	-6%	-5%	-8%	17%	1%	-41%
4	O=C(c1ccc(Br)cc1)c1cc([N+](=O)[O-])ccc1N1CCCCC1	-85%	11%	11%	-17%	-13%	25%
5	O=C(NC(Cc1ccccc1)C(=O)O)/C(=C/c1ccc([N+](=O)[O-])cc1)NC(=O)c1ccc(Br)o1 (stereo not drawn)	-14%	-5%	-10%	1%	-1%	1%
6	O=C(CCCNC(=O)c1ccc(Cl)cc1)OCc1cccc(Br)c1	-5%	7%	x	-10%	x	x
7	COc1ccc(S(=O)(=O)N(C)C)cc1NC(=O)Cc1cccs1	-7%	12%	-11%	-6%	-1%	9%
8	Cc1ccc(N2CCN(c3ncccc3[N+](=O)[O-])CC2)c(C)c1	-19%	4%	7%	-2%	30%	0%
9	Clc1c(OCCCn2ccnc2)ccc2ccccc12	44%	-24%	30%	-4%	u	u
10	Cc1c(-c2ccccc2)nc2ccccc2c1C(=O)NCc1cccs1	-41%	-4%	14%	6%	3%	45%
11	Cc1[nH][nH]c(=O)c1C(c1cc2c(cc1Br)OCO2)c1c(C)[nH][nH]c1=O	16%	0%	3%	-2%	1%	-12%
12	CCOC(=O)N1CCC(c2cc(=O)n3[nH]c(-c4ccccc4)cc3n2)CC1	0%	5%	11%	0%	-8%	29%
13	COc1ccc(Cl)c(OC)c1C(=O)NC(=O)Nc1nc(C)nc(C)n1	1%	-6%	32%[activator]	-1%	2%	6%
14	COc1ccc(-c2nc(NC3=NCCCCC3)sc2C)cc1	-33%	-2%	-3%	2%	4%	10µM*
15	O=C(Nc1ccc(NC(=O)C2CC2)cc1)c1cccs1	10µM*	33%	-3%	3.5µM*	-5%	0%

entry	ELG1 genotox	Rab9 promoter act	FLuc counter	MBNL1-CUG inh	uPA surface inh
1	-1%	-8%	4%	-28%	-12%
2	10%	u	u	10%	-3%
3	1%	-5%	-9%	-6%	7%
4	1%	-29%	5%	16%	-15%
5	-4%	5%	0%	u	12%
6	2%	7%	-1%	x	-2%
7	11%	13%	1%	-16%	-3%
8	-7%	3%	-16%	12%	-1%
9	-2%	7%	u	26%	-3%
10	-4%	-3%	-2%	u	0%
11	0%	-3%	-10%	-14%	-2%
12	2%	-1%	-3%	u	2%
13	-9%	14%	3%	3%	1%
14	-3%	-4%	u	-5%	-5%
15	u	1.3µM*	13µM*	1%	-3%

Other records.
entry	SMILES	BRCA1 expr up	p53 reactivation	MLL CXXC-DNA inh	NPC1 prom act	VP16 counter	RORg inh
16	CC(C)c1ccc(Nc2nc(Cl)nc(NCCO)n2)cc1	-6%	18%	0%	-3%	6%	-7%
17	COc1ccc(C(=O)OCC(=O)Nc2ccc(N3CCOCC3)cc2)cc1OC	15%	-5%	x	0%	x	x
18	S=C(NCC1CC1)N/N=C/c1ccccc1Cl	0%	0%	1%	21%	u	5.6µM*
19	C/C(=N\OCC(=O)Nc1cc(C)cc(C)c1)c1ccc2c(c1)OCCO2	-6%	5%	6%	-1%	1%	-9%
20	O=C(CCCO)NC1Cc2ccccc2C1	-2%	2%	4%	-1%	-13%	-8%
21	O=c1c2c(-c3cccs3)csc2[nH]c(=S)n1-c1ccccc1	-43%	2%	7%	1%	3.5µM*	2.2µM*
22	COc1nc(OC/C(N)=N/O)nc(N2CCOCC2)n1	-22%	0%	2%	0%	-1%	-5%
23	Cc1cc(NC(=O)/C=C/C(=O)N(c2ccccc2C)C(C(=O)NC2CCCC2)c2ccc(F)cc2)no1 (stereo not drawn)	-89%	-12%	11%	2%	-7%	25%
24	COc1ccc(C2CC(C(F)(F)F)n3nc(C(=O)Nc4c(C)n(C)n(-c5ccccc5)c4=O)c(Cl)c3N2)cc1 (stereo not drawn)	x	-11%	5%	1%	-4%	u
25	COc1ccc(CCNC(=O)CSc2nnc(-c3ccccc3)o2)cc1OC	-1%	-1%	15%	1%	-2%	8%
26	COc1ccc(/C(N)=N/OC(=O)CCC2CCCC2)cc1OC	63%	12%	-4%	-7%	-2%	1%
27	O=C(CC1NC(=O)NC1=O)Nc1cccc2ccccc12 (stereo not drawn)	6%	-4%	-1%	0%	-5%	13%
28	Cc1onc(-c2ccccc2)c1-c1nnc(-c2ccccc2C(F)(F)F)o1	-27%	-5%	-11%	-2%	2%	29%
29	COc1ccc(CNC(=O)Cn2cc([N+](=O)[O-])nc2C)cc1	-13%	x	-1%	x	-7%	-5%
30	CC(=O)Nc1sc(C)c(C)c1C(=O)OCC(=O)Nc1ccccc1	-23%	u	x	-1%	x	x

entry	ELG1 genotox	Rab9 promoter act	FLuc counter	MBNL1-CUG inh	uPA surface inh
16	7%	-1%	u	-6%	-2%
17	0%	-1%	-7%	x	1%
18	1%	21%	-5%	-4%	2%
19	1%	-2%	3%	-3%	1%
20	-1%	-1%	-2%	x	2%
21	-1%	-4%	-10%	101%[activator]	2%
22	6%	0%	6%	1%	-2%
23	-9%	-3%	3%	-4%	-28%
24	-3%	3%	-2%	x	x
25	2%	2%	0%	5%	4%
26	9%	2%	u	-2%	-1%
27	0%	-1%	-1%	14%	x
28	-9%	-1%	-3%	x	-2%
29	x	x	-1%	19%	2%
30	7%	-2%	5%	x	u

Next section:
entry	SMILES	BRCA1 expr up	p53 reactivation	MLL CXXC-DNA inh	NPC1 prom act	VP16 counter	RORg inh
31	CCCn1c(SCC(=O)c2ccc(OC)c(OC)c2)nc2c1c(=O)n(C)c(=O)n2C	-1%	8%	-8%	-4%	-6%	41%
32	C/C(=N\NC(=O)c1nnn(-c2nonc2N)c1CN(C)c1ccccc1)c1cccs1	-11%	11%	28%	2%	-8%	u
33	Fc1cccc(F)c1-c1nc(-c2ccncc2)no1	8.9µM*	u	1%	u	8%	5%
34	Cc1ccc(S(=O)(=O)CC(=O)Nc2nnc(C(C)C)s2)cc1	-14%	0%	35%[activator]	1%	2%	18%
35	O=C(NCc1ccccc1)c1c(O)c2cccc3c2n(c1=O)CCC3	-33%	1%	-9%	-3%	5%	u
36	COC(=O)c1sccc1NC(=O)CN1CCN(c2ccc(F)cc2)CC1	-32%	-2%	-5%	-2%	-2%	0%[10 µM]

entry	ELG1 genotox	Rab9 promoter act	FLuc counter	MBNL1-CUG inh	uPA surface inh
31	-3%	-4%	-1%	-2%	2%
32	0%	0%	4%	u	2%
33	u	2µM*	17µM*	-6%	8%
34	-1%	0%	0%	-3%	-1%
35	0%	-8%	-1%	-10%	3%
36	-15%	2%	-1%	-4%	18%

Whole records from above.
COc1ccc(C(=O)OCC(=O)Nc2ccc(N3CCOCC3)cc2)cc1OC reads BRCA1 expr up = 15%; p53 reactivation = -5%; MLL CXXC-DNA inh = x; NPC1 prom act = 0%; VP16 counter = x; RORg inh = x; ELG1 genotox = 0%; Rab9 promoter act = -1%; FLuc counter = -7%; MBNL1-CUG inh = x; uPA surface inh = 1%
COc1ccc(CCNC(=O)CSc2nnc(-c3ccccc3)o2)cc1OC reads BRCA1 expr up = -1%; p53 reactivation = -1%; MLL CXXC-DNA inh = 15%; NPC1 prom act = 1%; VP16 counter = -2%; RORg inh = 8%; ELG1 genotox = 2%; Rab9 promoter act = 2%; FLuc counter = 0%; MBNL1-CUG inh = 5%; uPA surface inh = 4%

High-throughput results (PubChem)

These rows are one share of the data (hit frequency here may not be typical).
